Compound activity from PubChem.
Myeloid diff MLP: myeloid differentiation induction; ER-HoxA9 myeloid progenitors, lysozyme-GFP differentiation, flow cytometry; calls only at 10 µM; hit rate 1% among 360,000;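 active = normalized GFP-positive differentiation at or above the plate's own cutoff, the solvent-only control mean plus 3 SD; inconclusive = no clear call, values can overlap the other calls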;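 note: cells exposed to compound for four days before flow analysis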
Siah-1 displacement: blockers of Siah-1 interaction with plectin peptide – biochemical, fluorescence polarization, rhodamine-plectin, uHTS, primary screen (AID 1817). hit rate 0.02% among 290,000. displacement, % at 20 µM; hits with a dose series show IC50 in µM. Siah-1 / rhodamine-plectin peptide fluorescence polarization; higher % means a stronger effect;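 active = displacement of at least 50% at 20 µM, with a fluorescence ratio check between 0.3 and a set limit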;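 note: plate controls were Siah plus tracer with DMSO for no effect and tracer alone without Siah for full effect; strong numbers were not always called active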
PhoP inhibition: inhibitors of PhoP regulon expression, primary screen, Salmonella Typhimurium, GFP reporter (AID 1863) | S. Typhimurium PhoP-regulated promoter GFP reporter, 4 h; higher % means a stronger effect | inhibition, % at 50 µM, or IC50 in µM where a hit was titrated | hit rate 0.16% among 300,000;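 active = inhibition over 29.93%, a cutoff 3 SD above the screen mean, later confirmed by dose response; inconclusive = inhibition over 29.93% but no dose response follow-up; inactive = inhibition at most 29.93% or unconfirmed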;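 note: 0% = low Mg2+ inducing control and 100% = high Mg2+ repressing control; strong numbers were not always called active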
Rac1 GTP hydrolysis: MgcRacGAP GTPase-activating activity inhibitors, confirmation, biochemical, ADP Hunter fluorescence; MgcRacGAP-stimulated Rac1 GTP hydrolysis, ADP Hunter fluorescence; higher % means a stronger effect; GST-tagged Rac1 F28L mutant substrate; inhibition, % at 30 µM, or IC50 in µM where a hit was titrated; hit rate 0.6% among 340,000;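 active = first-screen hits whose inhibition reached a set limit at any dose in the follow-up dose series; inconclusive = inhibition above the set first-screen limit but never retested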;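 note: fluorescence reports GDP produced by GAP-driven GTP hydrolysis; strong numbers were not always called active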
LYP phosphatase: inhibitors of LYP phosphatase, biochemical, fluorescence intensity, uHTS (AID 1779); recombinant LYP phosphatase, fluorescence intensity; higher % means a stronger effect; one-dose inhibition, % at 11.5 µM; IC50 in µM for titrated hits; hit rate 0.054% among 290,000; in the data active = inhibition above about 50%;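 note: plate controls were vehicle with enzyme for no effect and no enzyme for full effect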
GPR35 arrestin U2OS: GPR35 antagonists blocking zaprinast-driven arrestin recruitment, primary screen, imaging, U2OS, beta-arrestin-GFP, zaprinast agonist (AID 2058); U2OS GPR35 beta-arrestin-GFP translocation imaging, zaprinast antagonism; higher % means a stronger effect; inhibition, % at 10 µM; hits with a dose series show IC50 in µM; hit rate 0.052% among 290,000;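 active = inhibition of at least 50% with at least 30 cells and total cytoplasm GFP at most 10,000,000; inconclusive = under 30 cells or total GFP of 10,000,000 plus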
GPR55 antagonists: inhibition of LPI-stimulated GPR55 beta-arrestin translocation – imaging, U2OS, beta-arrestin-GFP, LPI agonist, primary screen (AID 2013). U2OS GPR55 beta-arrestin-GFP translocation imaging, LPI antagonism; higher % means a stronger effect. inhibition, % at 10 µM, or IC50 in µM where a hit was titrated. hit rate 0.13% among 290,000;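 active = spots per cell inhibited over 60%, with over 100 cells counted and total cytoplasm intensity under 500,000; inconclusive = wells with under 100 cells, flagged as likely toxic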;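 note: U2OS cells stably carrying GPR55 and arrestin-GFP stimulated by 5 µM LPI near EC80; imaged beta-arrestin-GFP aggregate spots per cell after agonist stimulation; plate controls were LPI-stimulated DMSO wells for no effect and DMSO wells without LPI for full effect; some results filed as inactive read as strong as hits; confirmed hits need IC50 under 10 µM and bright autofluorescent wells are also inconclusive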
NTR1 ag: agonists of NTR1, primary screen, imaging, U2OS cells, beta-arrestin-GFP, high content (AID 493036) | activation, % at 20 µM | hit rate 0.17% among 330,000 | NTR1-U2OS beta-arrestin-GFP spot imaging, agonist mode;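 active = activation at or above 40% of the spot to cytoplasm intensity ratio, with at least 20 cells analyzed; inconclusive = wells under 20 cells, flagged as cytotoxic or low count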;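 note: 0% = DMSO without peptide and 100% = 100 nM NTR1 peptide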
Target sequence (P30989 whole entry, looked up): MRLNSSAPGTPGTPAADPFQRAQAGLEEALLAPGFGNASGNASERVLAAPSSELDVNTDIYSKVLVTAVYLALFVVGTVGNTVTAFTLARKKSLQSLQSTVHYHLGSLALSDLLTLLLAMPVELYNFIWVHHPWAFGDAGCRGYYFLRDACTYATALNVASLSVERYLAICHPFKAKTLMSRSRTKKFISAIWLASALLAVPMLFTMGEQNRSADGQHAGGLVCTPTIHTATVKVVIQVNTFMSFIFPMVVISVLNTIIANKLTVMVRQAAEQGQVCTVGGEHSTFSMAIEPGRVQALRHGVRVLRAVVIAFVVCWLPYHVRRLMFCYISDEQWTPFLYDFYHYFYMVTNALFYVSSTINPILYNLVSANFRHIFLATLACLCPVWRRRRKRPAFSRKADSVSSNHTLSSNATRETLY
HIV fusion peptide: inhibitors of HIV fusion peptide binding, primary screen, biochemical, uHTS, fluorescence dequenching (AID 1986) | cell-free peptide binding, fluorescence dequenching, 30 min; higher % means a stronger effect | inhibition, % at 20 µM; hits with a dose series show IC50 in µM | hit rate 0.3% among 290,000; in the data active = inhibition mostly above about 52%, no sharp cut-off; inactive = mostly below about 76%; note: some results filed as inactive read as strong as hits
NTR1 ag cell count 20 µM: second read-out of NTR1 ag, no call of its own (marks repeat the call); cell count; measured here: cell count, cytotoxicity flag
Myeloid diff MLP GFP+ MAC1+ %: further read-out of Myeloid diff MLP, marked with its call; GFP+ MAC1+ double positive, %; measured here: differentiation confirmed by MAC1 staining
Starred values were filed as active, the others as inactive; i = inactive; ? = inconclusive; . = no result given; + = active, no number.

SMILES | Myeloid diff MLP | Myeloid diff MLP GFP+ MAC1+ % | Siah-1 displacement | PhoP inhibition | Rac1 GTP hydrolysis | LYP phosphatase | GPR35 arrestin U2OS | GPR55 antagonists | NTR1 ag | NTR1 ag cell count 20 µM | HIV fusion peptide
O=C(Nc1ccccc1F)N(CCCN1CCOCC1)Cc1cc2cc3c(cc2[nH]c1=O)OCCO3 | i | 0.5 | 14% | -5% | 14% | -8% | 0% | 6% | -1.7 | 55 | -1.1%
COc1cccc(CNc2nc3nc(C)cc(C)n3n2)c1 | i | 2.0 | 4% | 14% | -23% | -7% | 4% | 30% | -0.8 | 78 | 0.2%
Nc1sc2c([n+]1CCCS(=O)(=O)[O-])CCCC2 | i | 0.2 | -1% | 4% | 2% | -8% | 4% | -12% | 3.3 | 81 | -0.2%
NS(=O)(=O)c1ccc(CNC(=O)CNC(=O)Cc2ccccc2)cc1 | i | 2.0 | -10% | -3% | -4% | -5% | -2% | -3% | 0.2 | 52 | -2.4%
CC1CCN(C(=S)c2cccc([N+](=O)[O-])c2)CC1 | i | 0.1 | 0% | -1% | 6% | -1% | -11% | -8% | -0.6 | 32 | -1.1%
COc1cc2c(cc1NC(=S)Nc1cccc(C)c1)oc1ccccc12 | i | 5.3 | 1% | 23% | ? | -8% | 0% | 7% | 4.6 | 72 | -0.4%
CCOC(=O)C1=C(C)N(c2ccccc2)C(=O)/C1=C\c1ccc(O)c(OC)c1 | i | 0.6 | -3% | 2% | 9% | 0% | 9% | 5% | 3.6 | 70 | -0.3%
COc1ccc(CNC(=O)[C@H](C)NC(=O)N2CCn3c2nc2ccccc23)cc1 | i | 0.7 | -1% | -3% | -5% | -14% | 8% | -2% | 0.5 | 64 | 2.3%
COc1ccc(-n2c(=O)c3ccccc3n(CC(=O)NC3CCCCC3)c2=O)cc1 | i | 0.6 | 4% | 10% | 8% | -2% | -9% | 15% | 0.6 | 79 | -1.2%
COc1ccc(C(=O)OCC(=O)NCc2ccco2)cc1OC | i | 1.1 | 39% | -5% | 19% | 0% | 6% | 10% | -1.8 | 37 | 5.9%
COc1cccc(-n2c(SCC(=O)NC3CCCC3)nnc2-c2ccco2)c1 | i | 1.9 | 4% | -5% | 1% | -5% | 4% | 10% | -1.9 | 54 | -0.9%
O=C(NCCc1c[nH]c2ccccc12)/C(=C\c1cccnc1)NC(=O)c1ccccc1Br | + | 2.3* | -4% | -11% | 5% | -1% | 4% | 7% | 0.4 | 46 | 0.5%
O=C(NCCC1=CCCCC1)C1CCN(S(=O)(=O)c2ccccc2)CC1 | i | 0.1 | -3% | 5% | 0% | -6% | -6% | 2% | 2.4 | 42 | -1.2%
Clc1cccc(N2CCN(c3ncnc4nc[nH]c34)CC2)c1 | i | 0.4 | 12% | -9% | 0% | -1% | 13% | 9% | -0.3 | 50 | -1.4%
CCCN(CCC)CCNC(=O)C1(O)c2ccccc2NC(=O)N1c1cccc(OC)c1 (configuration not stated) | i | 0.4 | -4% | 5% | 7% | -7% | -5% | -8% | 0.3 | 90 | 1.7%
CC(NC(=O)C12CC3CC(CC(O)(C3)C1)C2)c1ccc(Cl)cc1Cl (configuration not stated) | i | 0.4 | 10% | 8% | 2% | -8% | 7% | 7% | -0.1 | 53 | 0.6%
CCO[C@@H]1OC(C(=O)NCc2nc3ccccc3[nH]2)=C[C@H](c2ccc(C(F)(F)F)cc2)[C@H]1CCCO | i | 0.2 | 4% | -19% | 11% | 0% | -7% | -3% | 0.7 | 48 | 2.0%
Cc1nc(-c2ccccc2)sc1-c1ccnn1C | i | 0.1 | 3% | 2% | 9% | -8% | -9% | 2% | 0.3 | 37 | -2.1%
O=C(NCC1CCCCC1)c1cccc(S(=O)(=O)NCc2cccnc2)c1 | i | 0.3 | 0% | -7% | 9% | -1% | -8% | 0% | 4.3 | 55 | -1.5%
CC(=O)Nc1nnc(SCC(=O)NCc2ccc3c(c2)OCO3)s1 | i | 1.3 | 15% | 3% | 4% | -6% | -14% | 6% | -0.7 | 54 | 1.1%
CC(C)OCCCN1C(=O)c2[nH]nc(-c3ccccc3O)c2C1c1cccc(Cl)c1 (configuration not stated) | i | 0.5 | 0% | 0% | 5% | 0% | -1% | -5% | 7.5 | 94 | 6.1%
COc1ccc(NC(=O)CSc2nnnn2C2CC3C=CC2C3)cc1 (configuration not stated) | i | 2.9 | 1% | -4% | 4% | -9% | 4% | 17% | 0.6 | 68 | -0.3%
COC(=O)Cc1ccc(OC(=O)c2cccc(S(=O)(=O)N3CCN(C)CC3)c2)cc1 | i | 0.5 | . | -3% | 3% | . | . | . | 0.5 | 75 | .
CCOC(=O)c1ccc(CNC(=O)Cn2nnc(-c3ccc(C)cc3)n2)o1 | i | 1.0 | 3% | -3% | 5% | -6% | -4% | 9% | 3.7 | 48 | 3.4%
CCN(CC)Cc1nc2c(c(=O)[nH]1)C1(CCCCC1)Cc1ccccc1-2 | i | 7.1 | 2% | -5% | -2% | 1% | 8% | 13% | 4.0 | 43 | -0.3%

Next part, overlapping the part above by 5 compounds.
SMILES | Myeloid diff MLP | Myeloid diff MLP GFP+ MAC1+ % | Siah-1 displacement | PhoP inhibition | Rac1 GTP hydrolysis | LYP phosphatase | GPR35 arrestin U2OS | GPR55 antagonists | NTR1 ag | NTR1 ag cell count 20 µM | HIV fusion peptide
CC(C)OCCCN1C(=O)c2[nH]nc(-c3ccccc3O)c2C1c1cccc(Cl)c1 (configuration not stated) | i | 0.5 | 0% | 0% | 5% | 0% | -1% | -5% | 7.5 | 94 | 6.1%
COc1ccc(NC(=O)CSc2nnnn2C2CC3C=CC2C3)cc1 (configuration not stated) | i | 2.9 | 1% | -4% | 4% | -9% | 4% | 17% | 0.6 | 68 | -0.3%
COC(=O)Cc1ccc(OC(=O)c2cccc(S(=O)(=O)N3CCN(C)CC3)c2)cc1 | i | 0.5 | . | -3% | 3% | . | . | . | 0.5 | 75 | .
CCOC(=O)c1ccc(CNC(=O)Cn2nnc(-c3ccc(C)cc3)n2)o1 | i | 1.0 | 3% | -3% | 5% | -6% | -4% | 9% | 3.7 | 48 | 3.4%
CCN(CC)Cc1nc2c(c(=O)[nH]1)C1(CCCCC1)Cc1ccccc1-2 | i | 7.1 | 2% | -5% | -2% | 1% | 8% | 13% | 4.0 | 43 | -0.3%
O=C(O)CC1Sc2nnc(COc3ccc(Cl)cc3)n2N=C1c1ccccc1 (configuration not stated) | i | 0.6 | 1% | -9% | 17% | 5% | 10% | 2% | -0.5 | 47 | 5.4%
O=C(CSc1nc2c(c(=O)n1-c1ccc(Cl)cc1)SCC2)NCc1ccco1 | i | 1.1 | 8% | -4% | 10% | 2% | -2% | 1% | 12 | 89 | 4.5%
COc1cccc(NC(=O)Nc2cc(C(=O)NC(C)C)ccc2N2CC3CC(C2)c2cccc(=O)n2C3)c1 (configuration not stated) | i | 8.5 | 1% | 6% | 8% | -11% | 15% | 22% | -0.2 | 58 | 0.1%
O=c1cnnc(Nc2ccc(F)cc2)[nH]1 | i | 0.4 | -3% | -10% | 0% | -4% | 1% | 1% | 0.2 | 43 | -0.5%
COc1ccc(C(CNC(=O)Cc2ccccc2Cl)N2CCCCC2)cc1 (configuration not stated) | i | 0.8 | 5% | 1% | 7% | -5% | -2% | 14% | 1.7 | 57 | -0.1%
COc1cccc(NC(=O)Nc2nccc(C)n2)c1 | i | 0.4 | 2% | -9% | 10% | 2% | 0% | 3% | 1.4 | 89 | 1.3%
O=C(CSc1nnc(-c2ccccc2)n1CC1CCCO1)N1CCCC1 (configuration not stated) | i | 0.6 | 0% | -7% | -4% | -6% | 1% | -14% | -1.0 | 46 | -0.5%
CCN(CCO)c1ncnc2c1sc1nc(C(C)C)c3c(c12)CC(C)(C)OC3 | i | 1.0 | -9% | -3% | 2% | -3% | -12% | -25% | 10 | 96 | -0.2%
COc1ccc(/C=C/CN2CCCC(C(=O)c3ccc(OC)c(F)c3)C2)cc1 (configuration not stated) | i | 0.4 | 2% | -6% | 3% | -1% | -10% | 24% | 4.7 | 54 | 0.3%
Cn1c(SCC(=O)N2c3ccccc3Sc3ccccc32)nc2ccccc21 | i | 0.9 | 8% | 26% | 14% | 1% | 4% | 11% | 1.7 | 43 | -1.1%
CCOc1ccccc1C1CC(=O)Nc2cc3c(cc21)OCO3 (configuration not stated) | ? | . | 3% | -6% | 7% | -2% | -15% | 5% | -2.7 | 90 | -1.1%
O=C(Nc1ccc2oc(-c3ccccc3F)nc2c1)c1ccc([N+](=O)[O-])o1 | i | 0.5 | 7% | 6% | . | -9% | 17% | 3% | 3.3 | 80 | -5.9%
COc1ccc(-c2nc(CS(=O)(=O)CC(=O)NCCc3cc(OC)ccc3OC)c(C)o2)cc1 | i | 2.9 | 4% | -3% | 5% | 6% | -1% | 11% | 1.6 | 79 | -2.0%
Cc1ccc(Oc2ccccc2NC(=O)CN2C(=O)NC3(CCCC3)C2=O)cc1 | ? | . | -3% | 6% | -2% | -6% | 4% | 4% | -0.8 | 83 | -1.3%
O=C(Nc1ccc(C(=O)N2CCOCC2)cc1)c1cc(-c2cccnc2)nc2ccc(Cl)cc12 | i | 0.6 | 6% | 2% | 9% | -4% | -7% | 3% | 0.9 | 44 | 0.9%
CCOC(=O)c1c(NC(=O)CN2C(=O)NC(C)(c3ccc(OC(F)F)cc3)C2=O)sc(C)c1C (configuration not stated) | i | 0.4 | 6% | 13% | 6% | 1% | -13% | 15% | 18 | 56 | 4.0%
C=CCN1C(=O)/C(=C2/Sc3ccc(OC)cc3N2C)SC1=Nc1ccccc1 | i | 0.2 | 2% | . | 5% | -10% | 9% | 8% | 0.9 | 47 | 4.9%
COc1cc(-c2nc3ccccc3s2)ccc1O | i | 6.4 | -2% | 11% | 16µM* | -16% | -18% | -4% | 1.7 | 58 | -1.6%
COc1cc(C(=O)Nc2nc3ccc(S(=O)(=O)N4CCOCC4)cc3s2)cc(OC)c1OC | i | 1.1 | 2% | -4% | 10% | 9% | -3% | 12% | 0.4 | 67 | 1.8%
